Compound activity: PubChem BioAssay, Sanford-Burnham Center for Chemical Genomics
MT1-MMP act inh: blockers of MT1-MMP proenzyme processing, primary screen, HT1080 RFP-PRO-GFP cells, GFP/RFP fluorescence | AID 651647, 2012 | 360,000 compounds, 0.061% hits | Matrix metalloproteinase-14 (Homo sapiens), P50281 | GFP/RFP ratio change, % at 20 µM | GFP/RFP ratio fluorescence, overnight; percent of plate control window, DMSO zero;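 active means GFP/RFP ratio change of at least 30% with cell ATP level not reduced by more than half and red fluorescence within 50% of control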; further: strong numbers were not always called active
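Test system: HT1080 RFP-PRO-GFP cells; Benchmarks: DMSO and RFP-L50D-GFP cell wells; Timing: cells overnight before dosing, compound overnight, 37 °C, 5% CO2; Compound: one 20 µM compound dose with 1% DMSO; Read-out: GFP/RFP fluorescence ratio.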
DNMT1 inh: human DNMT1 methyltransferase inhibitors, primary screen, biochemical, molecular beacon, fluorescence, HinP1I cleavage, uHTS. 360,000 compounds, 0.83% hits. inhibition (reported as % activation of signal), % at 10 µM. AID 588458, 2011; in the data active means inhibition above about 50%
Target sequence (P26358 504-1616 limits assumed): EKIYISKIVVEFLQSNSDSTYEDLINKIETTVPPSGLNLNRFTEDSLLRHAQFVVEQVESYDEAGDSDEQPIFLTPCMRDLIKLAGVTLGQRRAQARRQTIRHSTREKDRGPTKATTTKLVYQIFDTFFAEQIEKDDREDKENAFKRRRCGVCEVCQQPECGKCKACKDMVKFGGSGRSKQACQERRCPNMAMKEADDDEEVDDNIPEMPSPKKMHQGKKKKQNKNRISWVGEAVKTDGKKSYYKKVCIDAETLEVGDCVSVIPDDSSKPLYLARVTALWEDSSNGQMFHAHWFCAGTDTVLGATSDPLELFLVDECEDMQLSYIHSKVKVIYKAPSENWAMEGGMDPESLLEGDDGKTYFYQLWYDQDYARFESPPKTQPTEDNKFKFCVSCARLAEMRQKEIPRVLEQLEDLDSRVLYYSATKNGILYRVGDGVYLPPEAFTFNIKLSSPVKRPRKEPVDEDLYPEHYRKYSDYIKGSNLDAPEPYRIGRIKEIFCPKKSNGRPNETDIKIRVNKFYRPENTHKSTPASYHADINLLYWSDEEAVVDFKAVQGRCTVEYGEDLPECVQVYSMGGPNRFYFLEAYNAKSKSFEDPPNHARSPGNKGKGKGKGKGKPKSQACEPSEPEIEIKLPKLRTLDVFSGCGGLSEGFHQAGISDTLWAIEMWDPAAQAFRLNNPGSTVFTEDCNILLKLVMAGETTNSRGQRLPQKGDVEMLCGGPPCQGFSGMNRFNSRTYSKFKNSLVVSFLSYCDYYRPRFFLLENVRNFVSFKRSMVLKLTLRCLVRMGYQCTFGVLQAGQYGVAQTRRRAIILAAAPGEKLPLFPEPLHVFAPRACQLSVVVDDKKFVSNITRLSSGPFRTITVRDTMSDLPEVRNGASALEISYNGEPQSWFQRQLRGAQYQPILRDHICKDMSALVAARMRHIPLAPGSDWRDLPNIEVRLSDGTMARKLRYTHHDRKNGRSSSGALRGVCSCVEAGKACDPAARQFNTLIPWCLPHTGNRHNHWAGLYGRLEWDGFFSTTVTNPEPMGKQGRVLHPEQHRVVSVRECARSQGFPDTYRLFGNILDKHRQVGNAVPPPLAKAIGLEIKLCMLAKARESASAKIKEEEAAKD
Rpn11 block: Rpn11 (PSMD14) deubiquitinase inhibitors, primary screen, biochemical, fluorescence polarization, uHTS; 26S proteasome non-ATPase regulatory subunit 14 (Homo sapiens), O00487; human 26S proteasome, Ub4-pepOG fluorescence polarization; 20S core pre-blocked with epoxomicin; 360,000 compounds, 0.59% hits; AID 588493, 2011; calls only at 20 µM;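 active means inhibition at 20 µM, scaled to each plate's controls, above about 33%, limit read from the data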
SUMO1 PPI mod: modulators of SUMO1 protein-protein interactions, primary screen, biochemical, uHTS | AID 602429, 2012 | Small ubiquitin-related modifier 1 (Homo sapiens), P63165 | SUMO1 binding to a labelled peptide, TR-FRET, 1 h | inhibition, % at 20 µM | 360,000 compounds, 0.33% hits; in the data active means inhibition above about 37%
Scp1 inh: Scp-1 phosphatase inhibitors, primary screen, biochemical, colorimetric, uHTS. Carboxy-terminal domain RNA polymerase II polypeptide A small phosphatase 1 (Homo …. Recombinant Scp1, phosphopeptide, malachite green phosphate absorbance. inhibition, % at 20 µM. 340,000 compounds, 0.88% hits. AID 493091, 2011;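 active means inhibition above about 50% at 20 µM, limit read from the data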;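 further: plate controls were DMSO wells with enzyme for no effect and wells lacking enzyme for full effect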
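System: SCP-1 catalytic domain; Reagent: Phospho 17-mer peptide substrate; Doses: one concentration, 20 µM, with 1.0% DMSO; Incubation: 45 min room-temperature reaction, 5 min colour, 30 min stabiliser; Signal: Phosphate-binding colour reagent, absorbance read at 630 nm.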
LMPTP inh: LMPTP phosphatase inhibitors, primary screen, biochemical, fluorescence intensity, uHTS; Low molecular weight phosphotyrosine protein phosphatase (Homo sapiens), P24666; recombinant LMPTP-A, OMFP fluorogenic substrate; inhibition, % at 20 µM; 360,000 compounds, 0.22% hits;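 active means compounds that cut the enzyme signal by at least half of the control window in the single-dose screen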;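 further: plate controls were DMSO wells with enzyme plus substrate for no effect and substrate without enzyme for full effect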
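Assay system: LMPTP-A enzyme. Input: 0.625 nM LMPTP-A final. Probe or stimulus: 400 µM OMFP. Compound dosing: single 20 µM dose. Schedule: 50 min dark incubation at room temperature. Detection: fluorescence intensity of OMFP turnover product. Read-out: percent inhibition versus substrate-only and uninhibited controls. Benchmarks: no-enzyme low control, uninhibited high control.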
NRP1-CendR mod: modulators of CendR peptide binding to NRP-1, primary screen, biochemical, fluorescence polarization, uHTS | 360,000 compounds, 0.85% hits | FAM-RPARPAR peptide binding to NRP-1 | inhibition, % at 25 µM | Neuropilin-1 (Homo sapiens), O14786;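 active means inhibition or corrected inhibition above about 18%, plus a signal ratio from 0.5 to 1.5, limit read from the data, passing the limit was not always enough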; further: strong numbers were not always called active
NadD inh: inhibitors of S. aureus NadD, primary screen, biochemical, colorimetric, uHTS; purified NadD enzyme, colorimetric absorbance read-out; inhibition, % at 20 µM; 360,000 compounds, 0.78% hits; in the data active means inhibition above about 26%; further: some compounds past the cut are filed as inactive
STEP inh: STEP phosphatase inhibitors, primary screen, biochemical, fluorescence intensity, uHTS; recombinant STEP, OMFP fluorogenic substrate; inhibition, % at 20 µM; 360,000 compounds, 0.25% hits; AID 588621, 2011;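 active means inhibition at 20 µM, scaled per plate between control wells, above about 37%, limit read from the data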;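 further: 0% = DMSO with enzyme and substrate and 100% = substrate only without enzyme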
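Test system: STEP tyrosine phosphatase / Reagent: OMFP at 25 µM / Doses: 20 µM, 1% DMSO / Read-out: percent inhibition scaled to no-enzyme and uninhibited-enzyme controls, plate-pattern corrected / Detection: FITC-channel fluorescence of OMFP product / Medium: Bis-Tris buffer pH 6.0, 2.5 mM DTT, 0.005% Tween 20 / Schedule: 20 min at room temperature, dark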
SKN-1 block: suppressors of acrylamide-induced Pgst-4::GFP reporter in worms, primary screen, SKN-1 inhibitor project, whole organism, uHTS, GFP/RFP fluorescence ratio, strain VP596; C. elegans VP596 Pgst-4::GFP/RFP ratio, 24 h; inhibition, % at 21.8 µM; 360,000 compounds, 0.49% hits; AID 624304, 2012;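 active means interference check ratio from 0.5 to 1.5 plus GFP to RFP signal ratio inhibition reaching or exceeding a fixed threshold, cut at about 30% in these data, passing the limit was not always enough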; further: some compounds called inactive have numbers as strong as hits
* = called active by the depositor; i = inactive; . = not tested or not shown; & = joins results of further samples. An unsorted share of the library, and some 3.9% of all compounds hit somewhere here.

SMILES	MT1-MMP act inh	DNMT1 inh	Rpn11 block	SUMO1 PPI mod	Scp1 inh	LMPTP inh	NRP1-CendR mod	NadD inh	STEP inh	SKN-1 block
CCN1CCN(Cc2ccc(C(=O)Nc3ccc(C)c(NCc4cnc(NC(=O)OC)cn4)c3)cc2C(F)(F)F)CC1	1&6	-2&0	i	-8&-1	-6	0.0&2.1	0&13	-7&-2	-3&-3	-12&4
CCn1c(=O)cc(SCC(=O)Nc2ccc3c(c2)OCCO3)c2ccccc21	13	-5	i	10	-11	1.8	-9	6	3	10
CCc1cc2c(N[C@@H](Cc3c[nH]c4ccccc34)C(=O)O)ncnc2s1	0	0	i	-1	-7	0.4	-12	1	-2	10
Cc1cc(C(=O)N/N=C/c2ccc(-c3ccc([N+](=O)[O-])cc3C)o2)n[nH]1	-5	7	.	-15	-2	1.5	-46	22	-2	-4
CC1=C(C(=O)N(C)C)CC(CC(=O)NCc2cccs2)C(=O)N1Cc1ccc(C(C)(C)C)cc1 (configuration not stated)	5	2	i	2	.	-2.1	12	-10	-2	-2
O=c1[nH]c(NNC(=S)NCc2ccccc2)nc2c1C1(CCCCC1)Cc1ccccc1-2	3	-12	i	-2	14	2.0	0	37*	0	-12
COc1ccc(NC(=O)C2CC(=O)n3c(nc4ccccc43)N2)cc1 (configuration not stated)	1	22	i	-1	-8	0.5	0	-7	2	4
CN1OC[C@@H]2CN[C@H](c3cccc(-c4ccc(C#N)cc4)c3)C[C@@H]21	4	4	i	-4	8	1.4	-21	0	-4	7
CC(=O)N1c2ccc(S(=O)(=O)N3CCC(C(=O)NCc4ccc(N(C)C)cc4)CC3)cc2CC1C (configuration not stated)	3	-3	i	1	-1	-0.2	8	5	1	-10
CCOc1ccc(C(=O)N/N=C/c2ccc(-c3ccc(S(=O)(=O)Nc4ncccn4)cc3)o2)cc1	5	4	i	19	-3	1.6	-137	33*	1	2

An excerpt from above in order of molar mass, highest first.
SMILES	MT1-MMP act inh	DNMT1 inh	Rpn11 block	SUMO1 PPI mod	Scp1 inh	LMPTP inh	NRP1-CendR mod	NadD inh	STEP inh	SKN-1 block
CCN1CCN(Cc2ccc(C(=O)Nc3ccc(C)c(NCc4cnc(NC(=O)OC)cn4)c3)cc2C(F)(F)F)CC1	1&6	-2&0	i	-8&-1	-6	0.0&2.1	0&13	-7&-2	-3&-3	-12&4
CC(=O)N1c2ccc(S(=O)(=O)N3CCC(C(=O)NCc4ccc(N(C)C)cc4)CC3)cc2CC1C (configuration not stated)	3	-3	i	1	-1	-0.2	8	5	1	-10
CCOc1ccc(C(=O)N/N=C/c2ccc(-c3ccc(S(=O)(=O)Nc4ncccn4)cc3)o2)cc1	5	4	i	19	-3	1.6	-137	33*	1	2
CC1=C(C(=O)N(C)C)CC(CC(=O)NCc2cccs2)C(=O)N1Cc1ccc(C(C)(C)C)cc1 (configuration not stated)	5	2	i	2	.	-2.1	12	-10	-2	-2
O=c1[nH]c(NNC(=S)NCc2ccccc2)nc2c1C1(CCCCC1)Cc1ccccc1-2	3	-12	i	-2	14	2.0	0	37*	0	-12
CCn1c(=O)cc(SCC(=O)Nc2ccc3c(c2)OCCO3)c2ccccc21	13	-5	i	10	-11	1.8	-9	6	3	10
CCc1cc2c(N[C@@H](Cc3c[nH]c4ccccc34)C(=O)O)ncnc2s1	0	0	i	-1	-7	0.4	-12	1	-2	10
Cc1cc(C(=O)N/N=C/c2ccc(-c3ccc([N+](=O)[O-])cc3C)o2)n[nH]1	-5	7	.	-15	-2	1.5	-46	22	-2	-4

Going on with the list:
SMILES	MT1-MMP act inh	DNMT1 inh	Rpn11 block	SUMO1 PPI mod	Scp1 inh	LMPTP inh	NRP1-CendR mod	NadD inh	STEP inh	SKN-1 block
CCOC(=O)[C@]12CCC=C1N(Cc1ccc3c(c1)OCO3)C(=O)[C@H](CC(=O)NCCC(C)C)C2	0	.	.	-2	.	-0.3	8	-1	.	10
Cc1cc(C)c2cc(CN(Cc3ccc4c(c3)OCO4)Cc3nnnn3Cc3ccco3)c(=O)[nH]c2c1	-9	-7	i	2	9	3.0	-54	37*	0	15
COc1cc2ccccc2cc1C(=O)OCC(=O)N(CC(C)C)c1c(N)n(Cc2ccccc2)c(=O)[nH]c1=O	-2	-3	i	-4	-4	-0.6	8	7	0	0
CC1Cc2cc(/C(O)=C3\C(=O)C(=O)N(CCN4CCOCC4)C3c3ccccc3F)ccc2O1 (configuration not stated)	5	-3	i	-8	-3	-1.3	0	4	8	-2
O=C(COC(=O)[C@@H]1CC(O)CN1S(=O)(=O)c1ccccc1[N+](=O)[O-])c1ccccc1 (some centres not stated)	-2	0	i	-3	1	-0.9	-11	-5	0	7
COC(=O)c1c(C(=O)OC)n(CCCN)c2ccc(C)cc12	6	-1	i	1	3	0.0	0	1	-2	11
CNC(=O)c1c(NC(=O)C2=COCCO2)sc2c1CCN(C(=O)OC)C2	0	-1	i	-1	-6	2.0	0	-3	1	0
CC(C)(C)NC(=O)C(c1ccc(O)cc1)N(Cc1ccco1)C(=O)Cn1nnc(-c2cccs2)n1 (configuration not stated)	-13	-4	i	1	-6	0.1	-4	-1	-4	10
[O-]/[N+](=C/c1ccc(F)cc1)c1ccc(Cl)cc1	0	-7	i	0	-3	-0.9	5	3	0	9
Cc1cc(Cl)c2oc(C(=O)N3CCN(c4ccncc4)CC3)c(C)c2c1	1	6	i	-43	5	3.1	8	3	1	-11
N/C(=N\OC(=O)C(c1ccccc1)c1ccccc1)c1ccncc1	-7	1	i	3	-2	0.5	6	-4	0	-5
CC(=O)CSc1nnc(Cc2ccc3c(c2)OCO3)o1	1	1	i	4	20	-1.1	1	2	-4	5
CCCn1c2ccccc2c2nc3ccccc3nc21	0	3	i	-19	-8	1.9	18	-11	-4	27
O=C(COc1ccc(Br)cc1)N1CCc2ccccc2C1	3	-2	i	-3	-12	-0.5	0	-4	4	-4
CCOC(=O)c1sc2nc(C)nc(NCc3ccccc3OC)c2c1C	-5	-4	i	6	-8	5.3	-4	0	1	9
COc1ccc(NC(=O)[C@H](CCS(C)(=O)=O)N2Cc3ccccc3C2=O)c(OC)c1	1	-3	i	-4	-9	-1.0	-2	-4	-2	2
COc1ccc(C(=O)c2sc(Nc3ccccc3)nc2N)cc1OC	-11	-5	i	-19	-12	1.6	3	-2	-1	2
CCCCC(c1nnnn1CC1CCCO1)N1CCN(c2cccc(C)c2C)CC1 (configuration not stated)	-10	2	i	-2	45	-0.9	-8	-3	-2	-7
COc1ccc(CN2C(=O)[C@H]3Cc4c([nH]c5ccccc45)C(C)(C)N3C2=O)cc1	5	-6	i	8	-8	2.7	8	-8	3	-2
CCN(CC(=O)Nc1c(F)cccc1F)C(=O)c1cc(C)oc1C	-4	0	i	-6	-4	-1.2	3	1	0	9
CC(=O)c1ccccc1OCCn1nc(C(=O)O)c2ccccc2c1=O	4	1	i	-4	1	-2.3	-7	-7	2	-6
Cc1cccc(C)c1NC(=S)NN(Cc1ccccc1)c1ccccc1	-5	6	i	-2	-4	0.8	8	0	-1	10
CN(C(=O)COC(=O)c1ccccc1C(=O)c1ccccc1)c1ccccc1	3	0	i	3	-5	-0.9	-10	-6	-2	-8
CCOC(=O)c1ccc(NC(=O)c2nc[nH]c2C(=O)NCCCCNC(=O)c2[nH]cnc2C(=O)Nc2ccc(C(=O)OCC)cc2)cc1	-9	-26	i	0	-6	2.5	2	6	1	-2
Cc1ccc2nsnc2c1S(=O)(=O)N1CCN(Cc2ccc3c(c2)OCO3)CC1	-6	3	i	-23	7	-1.3	16	0	-5	-11
COc1ccccc1NC(=O)c1ccccc1C(=O)N(C)Cc1ccccc1	3	4	i	-3	-5	-2.8	7	-2	-1	6
COC(=O)C1(C)Nc2ccccc2C(=O)N1c1ccccc1OC (configuration not stated)	7	-1	i	3	22	-1.3	-3	3	1	-4
O=C1c2ccccc2CN1C(CO)c1ccccc1 (configuration not stated)	1	1	i	-3	-7	0.4	-7	-4	-3	-5
COc1ccc(COC(=O)c2nc3nc(C)cc(C)n3n2)cc1F	-9	-10	i	0	-9	0.2	-2	3	-2	-10
CC12CCC(=O)N1C(C(=O)Nc1ccc(F)c(F)c1F)CS2 (configuration not stated)	8	1	i	3	-11	-0.9	-13	-5	-3	-7
CCN(C(=O)COc1cc(=O)n(CC)c2ccccc12)c1cc(Cl)ccc1OC	2	1	i	-1	-12	1.0	-11	5	2	4
Cc1ccc(N(Cc2ccccc2)C(=O)c2cccc(S(=O)(=O)N3CCOCC3)c2)cc1	-3	-2	i	3	-1	1.4	8	-5	1	3
Cc1ccc(C)c(NS(=O)(=O)c2ccc3c(c2)NC(=O)CCS3)c1	-10	1	i	1	1	0.3	7	-4	1	2
O=C(c1ccccc1)N1CCN(c2ccc([N+](=O)[O-])c(NCC3CCCO3)c2)CC1 (configuration not stated)	7	2	i	-31	0	1.2	-5	4	1	8
CCOC(=O)c1c(NC(=O)c2ccncc2)sc(C)c1C	-12	-3	i	-6	-9	2.1	1	2	0	-4
Cc1nc2ccc([N+](=O)[O-])cc2c(=O)n1Cc1ccc(Br)cc1	0	-1	i	-32	0	0.5	-19	2	-2	2
CCC(C)NC(=O)CCn1ccc2cc(S(=O)(=O)N3CCCC3)ccc21 (configuration not stated)	6	1	i	1	-5	-1.3	-6	3	1	8
